RGS4 inhibitor – inhibitors of human regulator of G protein signaling 4. P49798. Transcreener GDP fluorescence polarization, RGS4-accelerated GTP hydrolysis. Potency, µM (highest dose often 114 µM), for inactives: at the highest dose activity change, negative = inhibition, actives largely listed as inhibitors. hit rate 0.039% among 390,000; also: % is scaled to controls: 0 for no effect and ±100 for the full control effect; nearly all actives have a fitted effect of over 75% in size; some results filed as inactive show a strong effect at the top dose
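MLSMR compounds (23 nl, pin-transferred) preincubated 10 min at room temperature with a 500nM (2x) first reagent, then RGS4 at 900nM (2x) plus Transcreener GDP mix added; fluorescence polarization (620/688 nm) read before and after 90 min at 30 °C.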
TrxR1 inh – inhibitors of rat thioredoxin reductase 1. AID 588453. O89049. Potency, µM (doses to about 114 µM), for the others: top-dose activity change, negative = inhibition, most hits filed as inhibitors. recombinant rTrxR1, NADPH fluorescence consumption, selenite substrate. hit rate 1% among 390,000; also: % is scaled to controls: 0 for no effect and ±100 for the full control effect; nearly all actives have a fitted effect of over 65% in size
Target sequence (O89049 whole entry, looked up): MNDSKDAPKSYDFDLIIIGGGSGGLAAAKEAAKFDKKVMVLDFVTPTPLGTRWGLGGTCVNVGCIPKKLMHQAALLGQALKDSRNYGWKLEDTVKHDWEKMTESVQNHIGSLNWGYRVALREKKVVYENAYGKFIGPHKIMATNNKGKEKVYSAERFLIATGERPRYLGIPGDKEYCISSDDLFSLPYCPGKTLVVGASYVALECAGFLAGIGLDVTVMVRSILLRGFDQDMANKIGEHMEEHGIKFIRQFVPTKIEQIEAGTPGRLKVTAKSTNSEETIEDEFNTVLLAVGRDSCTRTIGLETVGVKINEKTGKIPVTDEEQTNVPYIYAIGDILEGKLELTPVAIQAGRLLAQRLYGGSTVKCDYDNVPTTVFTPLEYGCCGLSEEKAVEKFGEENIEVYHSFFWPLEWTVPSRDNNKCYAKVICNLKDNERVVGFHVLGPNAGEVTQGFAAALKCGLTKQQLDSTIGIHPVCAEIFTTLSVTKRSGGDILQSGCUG
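Rat TrxR1 (90 nM in the dispensed reagent) was pre-reduced with 400 uM NADPH for 5 min at room temperature, then incubated with compound for 15 min. After 400 uM selenite was added, NADPH fluorescence (Ex 340/Em 450 nm) was followed for 8 min.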
JMJD2A Tudor inh – inhibitors of human JMJD2A Tudor domain; AlphaScreen JMJD2A-Tudor / H3K4me3 peptide binding; hit rate 4.4% among 390,000; Potency, µM (highest dose often 114 µM), for the others: at the top dose activity change, negative = inhibition, hits mostly inhibitors; O75164; also: % is scaled to controls: 0 for no effect and ±100 for the full control effect; nearly all actives have a fitted effect of over 50% in size
HP1b chromo inh – inhibitors of HP1-beta chromodomain binding to methylated histone tails; AlphaScreen HP1-beta / biotin-H3K9me3 peptide binding; Potency, µM (titrated, usually from 114 µM), inactives show at the highest dose activity change, negative = inhibition, actives largely listed as inhibitors; hit rate 0.56% among 390,000; AID 540317; also: nearly all actives have a fitted effect of over 70% in size; inactives centre near 23
Target sequence (P83916 whole entry, looked up): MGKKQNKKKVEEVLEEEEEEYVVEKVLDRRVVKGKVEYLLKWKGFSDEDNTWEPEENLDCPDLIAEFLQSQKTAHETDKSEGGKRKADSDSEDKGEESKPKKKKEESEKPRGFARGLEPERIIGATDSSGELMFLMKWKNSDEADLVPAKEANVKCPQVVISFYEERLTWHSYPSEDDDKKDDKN
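HP1-beta protein (50 nM final) preincubated 30 min at room temperature with biotinylated H3(1-18)K9me3 peptide (50 nM) in PBS pH 7.4, 0.01% Tween-20, then compound added for 30 min. AlphaScreen streptavidin donor/nickel chelate acceptor beads (10 ug/mL final), 30 min dark, luminescence read.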
12-LOX inh – inhibitors of human 12S-lipoxygenase ALOX12. P18054. purified 12hLO, xylenol orange hydroperoxide absorbance. Potency, µM (doses to about 108 µM), for inactives: top-dose activity change, negative = inhibition, actives largely listed as inhibitors. hit rate 1.1% among 580,000. AID 1671190; also: % is scaled to controls: 0 for no effect and ±100 for the full control effect
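Hydroperoxide product was detected by ferrous iron/xylenol orange as the 573 to 405 nm absorbance ratio. Arachidonic acid at 40 uM (final) was turned over for 30 min at room temperature by 150 nM human 12hLO, pH 7.0 Hepes buffer, after 15 min compound preincubation.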
ERG Ets-DNA blk – blocks human ERG Ets domain binding to DNA; hit rate 0.028% among 370,000; Potency, µM (top dose mostly 76.9 µM), for the others: top-dose FP activity, negative = inhibition, usual class: inhibitors; P11308; fluorescence polarization, His-ERG Ets domain / labelled DNA; active = well fitted inhibition curve with a large enough effect in the polarisation, with a control signal flat; inconclusive = small, poorly fitted or top-dose-only effect, or effect the other way, or a change in a side signal; inactive = no such curve, though single readings can be large or run the other way; the % refers to the polarisation;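 also: polarization taken with two DNA probes labelled with fluorescein and Texas red; % of control where 0% means no effect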
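His-tagged ERG Ets domain (1 uM in the protein solution; 300mM KCl, 50mM Tris-HCl, 1mM EDTA, 1mM DTT, pH 7.5) received compound, then a probe mix of 5 nM fluorescein-DNA and 100nM Texas-615-DNA. Fluorescence polarization was read for both dyes.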
Pin1 inh – human Pin1 inhibition; Potency, µM (top dose mostly 115 µM), without a hit: at the top dose activity, negative = inhibition, usual class: inhibitors; Pin1 FP peptide displacement, HiFluor488, 10 min; AID 504891; hit rate 0.009% among 390,000; active = well fitted inhibition curve with a large enough effect in the polarisation, with a control signal flat, not every such curve was filed as active; inconclusive = small, poorly fitted or top-dose-only effect, or effect the other way, or a change in a side signal; inactive = no such curve, though single readings can be large or run the other way; the % refers to the polarisation; also: % is scaled to controls: 0 for no effect and ±100 for the full control effect
Target sequence (Q13526 whole entry, looked up): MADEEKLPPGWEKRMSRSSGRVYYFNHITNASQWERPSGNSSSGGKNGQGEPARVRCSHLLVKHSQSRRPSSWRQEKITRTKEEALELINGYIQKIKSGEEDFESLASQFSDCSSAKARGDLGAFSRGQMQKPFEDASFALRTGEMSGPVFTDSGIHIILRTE
PGK inhibitor – inhibitors of T. brucei phosphoglycerate kinase; Potency, µM (doses to about 57.5 µM), inactives show at the highest dose activity change, negative = inhibition, hits mostly inhibitors; hit rate 0.043% among 380,000; P07378; PGK/GAPDH coupled, Kinase-Glo luminescence, 60 min; also: % is scaled to controls: 0 for no effect and ±100 for the full control effect; nearly all actives have a fitted effect of over 60% in size
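Luminescent ATP detection (Kinase-Glo Plus) follows a 60-minute room-temperature incubation, with wells lacking PGK as controls. Buffer: 100 mM TEA (pH 7.6), 5 mM MgCl2, 0.01% Tween-20. Coupling enzyme GAPDH (100 nM final) supplies unstable 1,3-BPG in-well.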
GLS inh – glutaminase GLS (human) inhibition; GLS enzymatic activity, qHTS titration; Potency, µM (series often up to 45.5 µM), for inactives: top-dose activity change, negative = inhibition, actives largely listed as inhibitors; hit rate 0.21% among 410,000; AID 624170; also: % is scaled to controls: 0 for no effect and ±100 for the full control effect
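Compounds were pin-transferred onto hKGA, after which L-glutamine (1 mM solution) and a detection mix of glutamate oxidase, HRP and Amplex Red were added. Initial and 30 min RT fluorescence reads were collected.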
An asterisk follows results filed as active; i = inactive; u = inconclusive; x = no result given; [ ] = dose if it differs, or a comment. Unless noted, calls follow the shape of the dose curve; as a rule, active = well fitted curve in the direction sought with a large enough effect; inconclusive = small, poorly fitted or top-dose-only effect, or another doubt; inactive = no such curve, though single readings can be large; an effect the other way counts as inactive or inconclusive. Potency is read from the fitted curve at half-maximal effect. Not all compounds are listed; count on the stated rates, not on these rows.

item	Structure	RGS4 inhibitor	TrxR1 inh	JMJD2A Tudor inh	HP1b chromo inh	12-LOX inh
1	CCC(=O)NC(=S)Nc1ccc(N2CCOCC2)cc1	9.8%	-12.3%	-6.3%	28.3%	0.3%
2	CCCCn1cnc2sc(-c3ccccc3)cc2c1=O	-12.6%	-6.8%	28.7%	53.9%[activator]	-23.3%
3	COc1ccc(-c2noc(CN(C)C(=O)CCN3C(=O)[C@H]4CC=CC[C@H]4C3=O)n2)cc1	25.3%	-14.0%	-10.3%	37.8%[activator]	1.8%
4	COc1ccccc1NC(=O)CCCCC(=O)Nc1ccccc1OC	-7.6%	29.1%[57.1 µM]	-8.3%	-1.2%	-15.2%
5	COc1ccccc1OCC(=O)Nc1cc(C(F)(F)F)ccc1-n1cncn1	-11.1%	18.8%	-2.8%	44.4%[activator]	-9.2%
6	O=C(NCCC(=O)N1CCC2(CC1)NCCc1[nH]cnc12)c1ccc(Br)cc1	-3.3%	17.8%	-6.2%	21.9%	5.2%
7	COc1ccc(CNC(=O)C[C@H]2C[C@H](C(=O)N3CCOCC3)[C@@]3(C)c4[nH]c5cc(-c6ccco6)ccc5c4CCN3C2=O)cc1OC	-39.6%	u	u	u	u
8	CN(C(=O)c1ccccn1)c1nnc(-c2cccnc2)s1	-2.6%	9.4%	-4.1%	22.2%	u
9	CN(CC(=O)NC1CC1)S(=O)(=O)c1ccc(Br)cc1	3.5%	-13.6%	-12.4%	14.3%	-2.2%
10	CCOC(=O)C1=CN(Cc2cccc(F)c2)S(=O)(=O)NC1c1ccc2ccccc2c1 (centres undefined)	2.2%	11.0%	-10.1%	43.2%	-12.9%

item	ERG Ets-DNA blk	Pin1 inh	PGK inhibitor	GLS inh
1	11.3%	-1.9%	4.2%	28.8%
2	-9.9%	1.7%	-9.6%	-1.8%
3	-5.3%	-10.7%	6.5%	3.2%
4	-5.5%	0.0%	-9.0%	0.2%
5	7.8%	4.5%	3.9%	-9.0%
6	16.4%	2.0%	-7.7%	-2.4%
7	11.5%	16.2%	0.0%	0.5%
8	-2.1%	-0.9%	9.1%	4.7%
9	-5.0%	0.0%	1.8%	1.8%
10	3.3%	-0.2%	i	-7.4%

(listing goes on)
item	Structure	RGS4 inhibitor	TrxR1 inh	JMJD2A Tudor inh	HP1b chromo inh	12-LOX inh
11	Cn1c2ccccc2c2cc(/C=N/NC(=O)c3ccc(N)cc3)ccc21	5.9%	22.8%	-18.9%	22.5%	4.4%
12	O=C(NC1CCCc2ccccc21)c1ccc2c(c1)sc1nc(-c3ccccc3)cn12 (centres undefined)	-7.7%	13.1%[11.4 µM]	-9.5%	34.3%	-24.2%
13	FC(F)Oc1ccc(NC(=S)NC2CCSc3ccccc32)cc1 (centres undefined)	-16.4%	u	-22.9%	19.8%	u
14	COc1ccc(-n2c(SCC(=O)NCC3CCCO3)nc3n[nH]c(C)c3c2=N)cc1 (centres undefined)	-0.7%	-7.0%[57.1 µM]	-4.5%	51.2%[activator]	0.0%
15	CCOc1ccc(OCC)c(NC(=O)c2ccc(-c3ccccc3)s2)c1	-15.3%	-10.1%	19.8%	84.7%[activator]	-19.9%
16	CCc1cccc(C)c1NC(=O)c1cc(C)oc1C	4.0%	3.4%	-19.9%	23.2%	4.3%
17	COCCNc1nc2c(c(=O)n(Cc3ccc(OC)cc3)c(=O)n2C)n1C	-31.2%	-1.0%	-7.1%	20.6%	0.0%
18	Nc1cc(C(=O)OCC(=O)NCc2ccc(F)cc2)ccc1Cl	7.4%	29.7%	-6.9%	43.2%[activator]	0.5%
19	COC(=O)c1c(NC(=O)COC(=O)CNC(=O)c2ccco2)sc(C)c1C	-18.0%	-7.8%	-4.8%	21.5%	10.9%
20	CCCOc1ccc(C(=O)NCC(C)(C)N2CCOCC2)cc1	1.4%	26.3%[57.1 µM]	10.3%	35.4%	-14.6%

item	ERG Ets-DNA blk	Pin1 inh	PGK inhibitor	GLS inh
11	-12.6%	0.0%	i	-8.1%
12	2.0%	-17.9%	-13.2%	6.6%
13	1.4%	0.0%	-8.7%	-1.6%
14	13.1%	-1.5%	-3.6%	11.9%
15	-1.0%	-1.5%	x	5.9%
16	-13.4%	2.4%	-1.8%	0.1%
17	-1.5%	0.9%	-6.1%	-5.9%
18	-12.4%	0.2%	i	-4.0%
19	-13.5%	-1.8%	-9.2%	2.5%
20	12.1%	-5.5%	-0.5%	u

Next entries follow.
item	Structure	RGS4 inhibitor	TrxR1 inh	JMJD2A Tudor inh	HP1b chromo inh	12-LOX inh
21	N=c1c2c3c(sc2nc2n1CCCCC2)CCCCC3	-17.8%	1.6%[57.1 µM]	9.5%	23.5%	0.0%
22	Cc1ccc(S(=O)(=O)Nc2ccccc2)cc1C(=O)N1CCCC1	-10.8%	8.8%	-2.9%	17.6%	-0.2%
23	Cc1cccc(NC(=S)NCCN2CCOCC2)c1C	21.1%	-15.6%	-14.2%	6.4%	-2.1%
24	CCOC(=O)C1=NNC2(CC(=O)N(c3cc(C)cc(C)c3)C2=O)C1 (centres undefined)	9.5%	10.9%	-10.1%	9.6%	u
25	CC(Oc1ccc2ccc(=O)oc2c1)C(=O)NC(Cc1c[nH]c2ccc(O)cc12)C(=O)O (centres undefined)	-11.8%	1.5%	-34.7%	7.0%	-19.3%
26	O=C(Nc1ccc(C(F)(F)F)cc1)C1CCCN(S(=O)(=O)c2cccc3cccnc23)C1 (centres undefined)	-8.8%	10.1%	-2.0%	48.6%[activator]	-9.9%
27	Cc1cc(NC(=O)CSc2nnc(-c3ccccc3C)n2C)no1	18.9%	-2.0%	-2.1%	40.8%	-14.2%
28	CN1CCN(C(c2cccc(C(F)(F)F)c2)c2nnnn2C(C)(C)C)CC1 (centres undefined)	21.0%	8.5%[57.1 µM]	0.6%	10.2%	1.3%
29	CCOc1ccc(-n2c(C)nc3cc(C(=O)NC4CCCC4)ccc32)cc1	-8.2%	3.4%[57.1 µM]	-13.5%	34.1%	-5.7%
30	O=C(Nc1cccc(O)c1)c1cccc(C(=O)Nc2cccc(O)c2)c1	2.3%	22.1%	-20.3%	15.7%	12.2%
31	Cc1nc(-c2ccc([N+](=O)[O-])cc2)nc2[nH]ccc(=O)c12	-3.5%	3.0%	-16.4%	21.8%	6.8%
32	COc1ccc(/C=N/N=C2\SC(CC(=O)O)C(=O)N2c2ccccc2)c(OC)c1 (centres undefined)	2.5%	-6.8%[57.1 µM]	-15.3%	11.0%	-0.5%
33	COc1ccc(NC(=O)COC(=O)c2cc(C)oc2C)c([N+](=O)[O-])c1	5.1%	23.9%	-21.9%	14.7%	-4.9%

item	ERG Ets-DNA blk	Pin1 inh	PGK inhibitor	GLS inh
21	-3.9%	0.4%	-0.8%	11.8%
22	-3.3%	4.2%	7.6%	5.5%
23	1.4%	4.5%	-5.3%	5.2%
24	-2.3%	0.6%	-6.4%	7.7%
25	-2.4%	u	-18.7%	u
26	7.3%	1.7%	-7.5%	0.9%
27	2.8%	-1.9%	0.0%	-2.2%
28	-14.5%	-3.1%	x	-1.2%
29	-14.6%	0.9%	i	-2.0%
30	0.1%	5.5%	-8.5%	16.5%
31	-6.7%	-12.3%	1.2%	-2.5%
32	1.8%	-5.8%	i	52.8%[activator]
33	8.0%	11.2%	i	3.4%

Reformatted: results already given.
# | molecule | RGS4 inhibitor | TrxR1 inh | JMJD2A Tudor inh | HP1b chromo inh | 12-LOX inh | ERG Ets-DNA blk | Pin1 inh | PGK inhibitor | GLS inh
25 | CC(Oc1ccc2ccc(=O)oc2c1)C(=O)NC(Cc1c[nH]c2ccc(O)cc12)C(=O)O (centres undefined) | -11.8% | 1.5% | -34.7% | 7.0% | -19.3% | -2.4% | u | -18.7% | u
26 | O=C(Nc1ccc(C(F)(F)F)cc1)C1CCCN(S(=O)(=O)c2cccc3cccnc23)C1 (centres undefined) | -8.8% | 10.1% | -2.0% | 48.6%[activator] | -9.9% | 7.3% | 1.7% | -7.5% | 0.9%
27 | Cc1cc(NC(=O)CSc2nnc(-c3ccccc3C)n2C)no1 | 18.9% | -2.0% | -2.1% | 40.8% | -14.2% | 2.8% | -1.9% | 0.0% | -2.2%
28 | CN1CCN(C(c2cccc(C(F)(F)F)c2)c2nnnn2C(C)(C)C)CC1 (centres undefined) | 21.0% | 8.5%[57.1 µM] | 0.6% | 10.2% | 1.3% | -14.5% | -3.1% | x | -1.2%
29 | CCOc1ccc(-n2c(C)nc3cc(C(=O)NC4CCCC4)ccc32)cc1 | -8.2% | 3.4%[57.1 µM] | -13.5% | 34.1% | -5.7% | -14.6% | 0.9% | i | -2.0%
30 | O=C(Nc1cccc(O)c1)c1cccc(C(=O)Nc2cccc(O)c2)c1 | 2.3% | 22.1% | -20.3% | 15.7% | 12.2% | 0.1% | 5.5% | -8.5% | 16.5%
